# Compound activity as filed in PubChem.
# 14-3-3 PPI = modulators of human 14-3-3 gamma - Raf peptide interaction. P61981. FP, 14-3-3gamma / TMR-pS259-Raf peptide binding. inhibition, % at 40 µM. hit rate 0.19% among 160,000. AID 422; in the data active = inhibition above about 30%;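 also: 0% = protein plus tracer without compound and 100% = blank with tracer alone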
# Target sequence (P61981 whole entry, looked up): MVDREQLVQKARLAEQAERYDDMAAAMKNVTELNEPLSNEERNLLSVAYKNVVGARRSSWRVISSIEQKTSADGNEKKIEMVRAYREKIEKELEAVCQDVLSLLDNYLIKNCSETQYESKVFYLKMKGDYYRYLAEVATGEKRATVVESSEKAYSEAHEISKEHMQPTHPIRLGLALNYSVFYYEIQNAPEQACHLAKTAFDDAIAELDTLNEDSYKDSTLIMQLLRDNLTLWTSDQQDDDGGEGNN
# Active calls of the source: *; & = joins results of further samples. Some of the compounds tested; rates above refer to the full screens.
entry	14-3-3 PPI	canonical_smiles
1	-6&3	CC(C)CCNC(=O)Cc1c(C(=O)O)[nH]c2ccc(Cl)cc12
2	-10	COCCn1nnnc1C(C(C)C)N1CCC(Cc2ccccc2)CC1 (stereo unspecified)
3	2	Cc1cccc(N2CC(C(=O)Nc3ccc4c(c3)OCO4)CC2=O)c1C (stereo unspecified)
4	-17	Cc1nn(-c2ccccc2)c2sc(C(=O)OCc3nnc(-c4ccccc4)o3)cc12
5	0	CCS(=O)(=O)NCc1cn2ccsc2n1
6	4	Cc1ccc(N2C(=O)c3ccc([N+](=O)[O-])cc3C2=O)cc1I
7	-9	COc1cc(C2=NOC(C(=O)Nc3ccc(C)cc3)C2)cc(OC)c1OC (stereo unspecified)
8	-11	C=C(C)Cn1c(SCC(=O)O)nnc1-c1ccccc1
9	5	O=C(CCN1C(=O)C2C3C=CC(C3)C2C1=O)Nc1ccccc1 (stereo unspecified)
10	-4	CCOC(=O)N1CCC(NC(=O)c2ccc3c(c2)ncn3C2CCCC2)CC1
11	4	O=C(CSc1nccn1-c1ccc(F)cc1)Nc1ccc(Br)cc1
12	6	CN(C)S(=O)(=O)c1ccc(C(=O)Nc2nc3c(s2)CCc2ccccc2-3)cc1
13	1&0	O=C(NC1CCCC1)C(c1ccc(Cl)cc1)N1CCOCC1 (stereo unspecified)
14	4	O=C(CCN1CCN(CCO)CC1)Nc1ccc(F)c(F)c1
15	-2	C/C(N)=C(/C#N)C(=O)COC(=O)CC1CCCC1
16	-3	O=C(CC(Sc1cccs1)c1cccc([N+](=O)[O-])c1)c1ccccc1 (stereo unspecified)
17	3	CC1(C)CC(=O)c2cc3c(N)c(C(=O)Nc4ccccc4Cl)sc3nc2C1
18	5	O=C(Nc1nc2ccccc2s1)c1ccccc1Br
19	1	COc1ccc(NC(=O)c2cn(-c3ccccc3)nc2-c2ccc(Cl)cc2)cc1
20	3	O=C(O)COc1ccc(Oc2ccccc2)cc1
21	-3	O=C(NC1CCCCC1)C1CCN(S(=O)(=O)c2ccc(F)cc2)CC1
22	-7	COC(=O)c1ccc(S(=O)(=O)N(Cc2cc3cc4c(cc3[nH]c2=O)OCO4)C2CCCCC2)cc1
23	-3	CCOC(=O)c1c(NC(=O)COc2ccc3c(C)cc(=O)oc3c2)sc2c1CCCCC2
24	-33	O=C(Nc1nc(-c2ccc(I)cc2)cs1)c1ccc(S(=O)(=O)N2CCc3ccccc3C2)cc1
25	-11	CCOC(=O)C1=C(CC)NC2=C(C(=O)CCC2)C1c1ccc(OC)c(Br)c1 (stereo unspecified)
26	-46	COc1ccc(N2Cc3cccc(C(=O)NCCc4ccc(OC)c(OC)c4)c3C2=O)cc1
27	4	CN(C)CCSc1nc(O)c(-c2ccccc2)c(=O)n1-c1ccccc1
28	7	Cc1ccc(NC(=O)CSc2cn(Cc3cccc(F)c3)c3ccccc23)c(C)c1
29	2	CCC(=O)N1c2ccccc2NC(=O)CC1C (stereo unspecified)
30	-3	COCCCN1CC23C=CC(O2)C(C(=O)OC)C3C1=O (stereo unspecified)
31	-7	CC(C)NC(=O)C1c2ccccc2C(=O)N(C)C1c1cn(C)c2ccccc12 (stereo unspecified)
32	-10	CCC(=O)N1CCc2cc(Br)cc(S(=O)(=O)N3CCC(C(=O)Nc4cccc(F)c4)CC3)c21
33	-1	COc1ccc(-n2c(=O)c3ccccc3n(Cc3cc(C)ccc3C)c2=O)cc1OC
34	-6	COc1ccccc1N1CCN(C2CCN(Cc3ccccc3Cl)CC2)CC1
35	1	CCCn1cnc2cc(NCc3cccc(OC)c3)ccc21
36	-7	COc1cccc(-n2nnc3c(=O)n(Cc4ccc(F)cc4)cnc32)c1
37	-4	COCC(C)n1c(C)cc(C(=O)COc2ccc(S(=O)(=O)N3CCOCC3)cc2Cl)c1C (stereo unspecified)
38	-7	CCC1CCCCN1S(=O)(=O)c1ccc(C)cc1 (stereo unspecified)
39	-5	Cc1cc2c(=O)oc(-c3ccc(Br)cc3)nc2s1
40	-9	CC1(C(=O)Nc2nc3ccccc3s2)CC1(Br)Br (stereo unspecified)
41	1	O=C(CSCC(=O)c1cccc([N+](=O)[O-])c1)Nc1ccc2ccccc2c1
42	-3	CC(=O)c1c(N2CCCCC2)nc2ccc(Br)cc2c1-c1ccccc1
43	-110	COC(=O)c1ccc(Nc2cc(N3CCCC(C)C3)c3noc4c3c2C(=O)c2ccccc2-4)cc1 (stereo unspecified)
44	-5	Cn1c(SCc2nc3ccccc3c(=O)[nH]2)nnc1-c1ccco1
45	-8	CCCOc1ccc(N2C(=O)CC(N(O)c3ccccc3)C2=O)cc1 (stereo unspecified)
46	0	Cc1cccc(-n2ncc3c(N4CC(C)CC(C)C4)ncnc32)c1 (stereo unspecified)
47	-23	Cc1nc2c(-c3ccc(Cl)cc3)c(C)[nH]n2c(=O)c1Cc1ccccc1
48	-12	OCCOCCNc1ncnc2c1c(-c1ccccc1)cn2-c1cccc(C(F)(F)F)c1
49	-5	CCCCCn1c(SCC#N)nc2cc(C(=O)NC3CCCCC3)ccc2c1=O
50	-6	CCOC(=O)CNC(=O)c1ccc2c(c1)OCCO2

# The list continues:
entry	14-3-3 PPI	canonical_smiles
51	2	CCCOC(=O)CCn1c(=S)oc2ccccc21
52	-1	Cc1c(C(=O)NCc2ccc3c(c2)OCO3)oc2ccc(S(=O)(=O)N3CCOCC3)cc12
53	-33	COc1ccc(C(=O)NCc2cc3cc(Cl)ccc3[nH]2)cc1COc1ccccc1Cl
54	-3	COC(=O)C1(CCSC)NC(c2ccccc2OC)C2C(=O)N(C)C(=O)C21 (stereo unspecified)
55	-1	COc1cccc(NC(=O)CN(c2ccccc2OC)S(C)(=O)=O)c1
56	1	CCC(C)(C)n1nnnc1C(c1ccc(OC)c(OC)c1)N1CCN(c2ccc(F)cc2)CC1 (stereo unspecified)
57	-268	CN(C)c1ccc(C=C2OC(=S)NC2=S)cc1
58	-9	COc1ccc(OC)c(-c2c[n+](=O)c3c(n2[O-])CCCC3)c1
59	-17	O=C(CSc1nc2c(sc3ccccc32)c(=O)n1CCO)NCc1ccco1
60	-1	COCCOC(=O)C1=C(C)NC2=C(C(=O)CC(c3ccc(OC)cc3)C2)C1c1ccccc1OC (stereo unspecified)
61	-8	COc1ccc(C(=O)C(OC(=O)c2ccccc2Cl)c2ccccc2)cc1 (stereo unspecified)
62	-33	COC(=O)C1=CN(c2ccc(F)cc2)C=C(C(=O)OC)C1c1ccc(Cl)s1
63	0	CC(/C=C/c1ccc(Cl)o1)=C\C(=O)O
64	-10	CCN1c2ccccc2-c2nc3ccccc3n2C1c1cccnc1 (stereo unspecified)
65	-2	COC(=O)c1c(NC(=O)CSc2nccn2C)sc2c1CCC(C(C)(C)C)C2 (stereo unspecified)
66	-2	CC(=O)c1c(C)n(C)c2ccc(OC(=O)c3ccccc3[N+](=O)[O-])cc12
67	-3	CCc1ccc(CCC(=O)Nc2ccc(C)cc2C)o1
68	-4	COc1ccccc1-n1c(=S)sc2c(=O)n(Cc3ccco3)c(SC)nc21
69	-9	COc1ccc(C=C2c3ccccc3-c3nc4ccccc4cc32)cc1OC
70	-4	CCCn1c(SCC(=O)Nc2cc(C)on2)nc2c1c(=O)n(C)c(=O)n2C
71	0	O=C(Nc1cccc2nsnc12)c1ccc2c(c1)OCCO2
72	-1	Cc1cccc2sc(=NC(=O)c3ccc(S(=O)(=O)N4CC(C)CC(C)C4)cc3)n(C)c12 (stereo unspecified)
73	4	Cn1c(=NC(=O)c2ccc(S(=O)(=O)N3CCc4ccccc43)cc2)sc2cc(Cl)ccc21
74	-3	C=CCOC(=O)C1=C(C)NC(SCC(=O)OCC)=C(C#N)C1c1ccc(O)c(OC)c1 (stereo unspecified)
75	-5	O=C(C1c2ccccc2Oc2ccccc21)N1CCN(C(c2ccccc2)c2ccccc2)CC1
76	-4	COc1ccc(C(O)P(=O)(O)CCc2ccccc2)cc1 (stereo unspecified)
77	-7	O=C(NC1CC2CCC1C2)C1COc2ccccc2O1 (stereo unspecified)
78	-72	N#Cc1c(N)nc(SCC(=O)c2ccc(Br)cc2)c(C#N)c1-c1ccc(O)cc1
79	-63	O=C(O)c1ccccc1N1C(=O)c2cccc3cccc(c23)C1=O
80	-4	COC(=O)c1cc(OC)c(OC)cc1NC(=O)Nc1ccc(OC)cc1OC
81	-4	CCCn1c(CN2CCN(C(=O)c3ccco3)CC2)nc2c1c(=O)n(C)c(=O)n2C
82	-2	O=C(c1ccc2c(c1)OCO2)N1CCN(Cc2ccc3c(c2)OCO3)CC1
83	1	O=C(c1ccccc1F)N1CCN(Cc2cccc(F)c2)CC1
84	-4	O=C(Nc1ccc2c(c1)OCO2)c1oc(=O)c2ccccc2c1-c1ccccc1
85	-7	O=C(c1ccccc1[N+](=O)[O-])N1CCN(c2cccc(Cl)c2)CC1
86	-1	COc1ccccc1NC(=O)C12CC3CC(CC(C3)C1)C2
87	-7	COC(=O)C1=CN(C2CC2)C=C(C(=O)OC)C1c1cc2c(cc1Cl)OCO2
88	-3	COc1cccc(-n2ccnc2SCC(=O)Nc2cccc(C(F)(F)F)c2)c1
89	-5	Cc1ccc(C2=NN(CC(=O)NCCCN3CCCCC3)C(=O)CC2)cc1
90	-2	Cc1nn(CC(=O)Nc2sc3c(c2C#N)CCCCC3)c(C)c1[N+](=O)[O-]
91	-3	CC1=C(C(=O)Nc2cccc(Cl)c2)C(c2ccc(Br)cc2)NC(=O)N1 (stereo unspecified)
92	-11	O=C(NCCOCC(F)(F)C(F)F)c1cc(F)c(F)cc1Cl
93	-1	COC(=O)c1ccc(OCC2c3cc(OC)c(OC)cc3CCN2C(=O)c2cccc(C)c2)cc1 (stereo unspecified)
94	-4	Cc1cc(C)c(C(=O)COC(=O)Cn2cnnn2)cc1C
95	12&-4	CC(=O)Nc1cc(NC(C)=O)c2nc(N)sc2c1
96	-11	COc1ccc(-n2c(=O)c3c4c(sc3n(Cc3ccc([N+](=O)[O-])cc3)c2=O)CCCC4)c(OC)c1
97	-7	NC(=O)c1oc2ccccc2c1NC(=O)c1ccc(Br)cc1
98	-3	COc1cccc(Cn2c(Oc3ccccc3)nc3c2c(=O)n(C)c(=O)n3C)c1
99	-2	O=[N+]([O-])c1c(Nc2ccc(Cl)cc2)cc(N2CCCCC2)c2nonc12
100	-7	CC(C(=O)Nc1ccccc1C(=O)N1CCCC1)n1nnc2ccccc21 (stereo unspecified)

# Later entries
entry	14-3-3 PPI	canonical_smiles
101	-2	Fc1ccccc1C1C2=C(Nc3ncnn31)c1cc(Cl)ccc1OC2c1cccs1 (stereo unspecified)
102	-30	COc1cccc(C2CC(c3cccs3)=NN2C(=O)CN2CCCC2)c1OC (stereo unspecified)
103	5	COC(=O)CCc1n[nH]c(=O)[nH]c1=O
104	-17	O=C(CNS(=O)(=O)c1cccs1)N1CCN(C(c2ccccc2)c2ccc(Cl)cc2)CC1 (stereo unspecified)
105	-5	CCc1ccc2nc(NC(=O)c3cc(C)on3)sc2c1
106	-7	O=C(Nc1ccc(OCC(=O)N2CCN(S(=O)(=O)c3ccccc3)CC2)cc1)c1ccco1
107	-5	CC(=O)Nc1cc(C(=O)NC(C)c2ccccc2)ccc1Sc1ccc(Cl)cc1 (stereo unspecified)
108	-12	C=CCn1cnc2c(c1=O)c1nc3ccccc3nc1n2/N=C/c1ccccn1
109	-10	O=c1oc2ccc3ccccc3c2cc1-c1nnc(-c2cccc(Cl)c2)o1
110	-3	O=c1oc2ccccc2cc1-c1nc(-c2cccc(Cl)c2)cs1
111	-45	Cc1ccn2c(NC(=O)CCc3ccccc3)c(-c3ccc(F)cc3)nc2c1
112	4&-4	Cc1c(C(=O)O)sc(=S)n1C
113	-4	Cc1ccc(-c2nnc(SC(F)F)c3ccccc23)cc1
114	8	O=C(c1oc(=O)c2ccccc2c1-c1ccccc1)N(CCc1ccccc1)Cc1ccccc1
115	-1	O=C(Nc1ccc(Br)cc1)c1cc(S(=O)(=O)NC2CCCCCC2)ccc1F
116	-11	O=C(Nc1ccc(-c2nc3cc(NC(=O)c4ccccc4F)ccc3o2)cc1)c1ccccc1F
117	-3	COCCCNc1nc2c(c(=O)n(C)c(=O)n2C)n1Cc1cccc(F)c1
118	-2	CCCCN(C)C(=O)C1c2ccccc2C(=O)N(CCOC)C1c1cn(C)c2ccccc12 (stereo unspecified)
119	-5	O=C(c1nn2c(C(F)(F)F)cc(-c3cccs3)nc2c1Cl)N1CCOCC1
120	-7	CCCCNC(=O)c1cc(Nc2ccccc2OC)nc2ccccc12
121	-5	O=C(NC1CCCCCC1)C1c2ccccc2C(=O)N1C1CCCCCCC1 (stereo unspecified)
122	-1	Cc1c(NC(=O)CSc2nnnn2Cc2ccccc2)c(=O)n(-c2ccccc2)n1C
123	-3	Cc1cccc(C)c1OCC(O)CN (stereo unspecified)
124	-14	Cc1cccc(NC(=O)Cn2cnc3sc(C)c(S(=O)(=O)N4CCC(C)CC4)c3c2=O)n1
125	11	CCOC(=O)C1C(c2cccs2)NC(=S)NC1(O)C(F)(F)F (stereo unspecified)
126	-6&-9	O=C(c1cccs1)N1CCN=C1SCc1ccccc1
127	-7	O=C(COc1ccc(F)cc1)N(CC1=CCS(=O)(=O)C1)c1ccccc1
